Screening data from PubChem BioAssay.
UBC13 inh = blocks human UBC13 polyubiquitin chain formation; P61088; TR-FRET; inhibition, % at 20 µM; actives 0.47% (n = 330,000); AID 485273; in the data active = inhibition above about 45%, passing the limit was not always enough
Target sequence (P61088 whole entry, looked up): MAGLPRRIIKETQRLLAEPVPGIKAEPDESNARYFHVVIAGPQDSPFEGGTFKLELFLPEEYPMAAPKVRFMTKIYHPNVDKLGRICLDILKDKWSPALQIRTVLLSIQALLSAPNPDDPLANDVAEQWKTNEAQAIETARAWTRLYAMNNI
Gli-Sufu antag = antagonists of Gli-Sufu signaling. Sufu-KO-LIGHT fibroblasts, Gli luciferase reporter luminescence. inhibition, % at 5 µM. actives 0.74% (n = 340,000). AID 588413;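 active = inhibition above about 55%, limit read from the data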;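 note: 0% = DMSO-treated cells and 100% = wells with medium but no cells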
CCR6 antag = antagonists of human CCR6 receptor | inhibition, % at 20 µM | actives 0.49% (n = 340,000) | P51684 | CHO-K1 CCR6 PathHunter beta-arrestin, luminescence, CCL20-stimulated;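 active = compounds whose inhibition of the agonist-driven luminescence signal at 20 µM reaches about 50%, limit read from the data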;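 note: cells stimulated with CCL20 at 14 nM final; plate controls were DMSO with CCL20 for no effect and DMSO without agonist for full effect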
Target sequence (P51684 whole entry, looked up): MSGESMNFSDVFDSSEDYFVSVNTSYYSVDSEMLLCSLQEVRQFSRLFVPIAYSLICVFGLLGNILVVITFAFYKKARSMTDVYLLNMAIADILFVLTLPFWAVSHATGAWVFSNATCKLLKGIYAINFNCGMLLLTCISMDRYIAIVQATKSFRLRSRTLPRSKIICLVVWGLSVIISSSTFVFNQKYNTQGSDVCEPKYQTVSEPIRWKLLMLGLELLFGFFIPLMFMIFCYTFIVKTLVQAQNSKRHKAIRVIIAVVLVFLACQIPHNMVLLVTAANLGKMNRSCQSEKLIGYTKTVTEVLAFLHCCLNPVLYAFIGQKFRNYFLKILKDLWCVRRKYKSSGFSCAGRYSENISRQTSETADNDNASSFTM
APJ agonist = activates the human apelin receptor APJ; P35414; CHO-K1 APJ PathHunter beta-arrestin, luminescence; 0% DMSO wells, 100% apelin; activation, % at 20 µM; actives 0.11% (n = 330,000);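 active = activation more than six SD over the plate average, tested at 20 µM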;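 note: 0% = DMSO alone and 100% = apelin-13 at 10 nM; some results filed as inactive read as strong as hits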
Target sequence (P35414 whole entry, looked up): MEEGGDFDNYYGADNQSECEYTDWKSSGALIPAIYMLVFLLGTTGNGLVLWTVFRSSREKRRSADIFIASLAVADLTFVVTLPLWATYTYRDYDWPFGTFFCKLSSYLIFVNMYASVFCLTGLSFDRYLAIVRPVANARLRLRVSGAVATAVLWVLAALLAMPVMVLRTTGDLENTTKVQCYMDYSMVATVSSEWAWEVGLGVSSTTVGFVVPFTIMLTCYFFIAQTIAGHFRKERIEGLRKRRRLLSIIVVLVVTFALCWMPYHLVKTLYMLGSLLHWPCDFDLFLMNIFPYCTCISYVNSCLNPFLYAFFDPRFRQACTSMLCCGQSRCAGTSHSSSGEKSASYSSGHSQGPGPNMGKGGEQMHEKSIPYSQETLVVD
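Test system: CHO-K1 APJ beta-arrestin complementation cell line. Amount: cell density 1000 per well. Controls: DMSO negative, 10 nM Apelin-13 positive. Signal: luminescent beta-gal fragment complementation, chemiluminescent substrate. Read-out basis: agonist-driven arrestin binding to APJ. Timing: compound stimulation 90 min at 25 °C, detection 60 min.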
APJ antagonist = antagonists of human APJ apelin receptor | P35414 | CHO-K1 APJ beta-arrestin complementation, luminescence | inhibition, % at 20 µM | actives 0.32% (n = 330,000) | AID 2521;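 active = inhibition above about 40% at 20 µM, limit read from the data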;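 note: cells challenged with 10 nM apelin-13 agonist together with compound; plate controls were apelin-13 plus DMSO wells for no effect and DMSO wells lacking apelin-13 for full effect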
EBI2 antag = EBI2 (human) antagonism; EBI2 beta-arrestin recruitment, luminescence, 7a,25-OHC stimulated; inhibition, % at 5 µM; AID 651636; actives 0.81% (n = 360,000); P32249; in the data active = inhibition above about 38%;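 note: enzyme fragment complementation signal reports receptor beta-arrestin coupling in cells; 0% = agonist plus DMSO wells and 100% = wells without agonist; some results beyond the cut were filed as inactive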
CXCR6 inh = CXCR6 (human) receptor inhibition; inhibition, % at 20 µM; AID 602244; CHO-K1 PathHunter CXCR6 beta-arrestin, luminescence; actives 0.36% (n = 360,000); in the data active = inhibition above about 34%, passing the limit was not always enough;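 note: antagonist mode with CXCL16 agonist at 10 nM final; 0% = 10 nM CXCL16 with DMSO and 100% = unstimulated wells without agonist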
ATG4B inhibitor = ATG4B (human) cysteine protease inhibition. Q9Y4P1. ATG4B cleavage of LC3-PLA2, NBD-HPC fluorescence, 1 h. inhibition, % at 8.33 µM. actives 0.51% (n = 340,000). AID 504462; in the data active = inhibition above about 40%
Active calls of the source: *; . = no result given.

Every second line gives: UBC13 inh | Gli-Sufu antag | CCR6 antag | APJ agonist | APJ antagonist | EBI2 antag | CXCR6 inh | ATG4B inhibitor
> CCn1cc(C(=O)NCC2CCCO2)c(=O)c2cc(S(=O)(=O)N3CCCCC3)ccc21 (configuration not stated)
 : -2 | 0 | 2 | -2 | 11 | 9 | -16 | -7
> CCn1c(NC(=O)c2ccccc2F)c(-c2cccs2)c(=O)c2ccccc21
 : 5 | 1 | -4 | -2 | 15 | -4 | -3 | -5
> O=C(CSc1nc2ccccc2c(=O)n1CCCO)NC1CC1
 : 6 | 3 | 2 | -4 | 1 | 4 | -4 | -8
> Cc1cccc2sc(NC(=O)CN(C)S(=O)(=O)c3cccs3)nc12
 : 17 | -6 | 0 | -8 | -1 | 5 | -1 | -11
> O=C(CCc1ccccc1)Nc1nnc(-c2ccc3c(c2)OCCO3)o1
 : -6 | -13 | 2 | -2 | 10 | -13 | -7 | -6
> CC(C)N(C(=O)CSc1nc(Cc2ccccc2)nc2ccccc12)C(C)C
 : 33 | 19 | 24 | -4 | 8 | -7 | 6 | 9
> COc1cccc(N2CCN(CC(=O)Nc3nc4c(s3)CC(C)CC4)CC2)c1 (configuration not stated)
 : 3 | 3 | -19 | -4 | 3 | -10 | -3 | -4
> COc1ccc([C@H]2CC(=O)C=C(c3ccc4c(c3)OCO4)C2)cc1OC
 : -6 | 1 | 18 | -3 | 8 | 7 | 1 | 6
> Cc1ccnn1CC(=O)N/N=C/c1cccs1
 : -1 | 0 | -9 | -1 | 5 | -9 | -4 | 6
> CCOC(=O)N1CCC(Nc2c(N3CCN(c4cccc(C(F)(F)F)c4)CC3)c(=O)c2=O)CC1
 : -17 | 13 | -8 | -2 | 14 | -9 | 2 | -11
> COC(=O)c1ccc(CN2CCN(C3CCCCC3)C(CCO)C2)cc1 (configuration not stated)
 : -3 | -4 | 7 | -5 | -19 | -10 | -7 | -4
> CCOc1cccc(/C=C/c2cc(C(=O)O)c3ccccc3n2)c1OC
 : -11 | -23 | -2 | -2 | -13 | -6 | -6 | -4
> COc1ccc(N2C(=O)C(F)(F)C2c2ccc(C)cc2)cc1OC (configuration not stated)
 : -4 | -5 | 23 | -2 | 8 | 23 | 2 | 0
> Cc1nn(C)c(C(=O)N/N=C/c2cccnc2)c1Br
 : -2 | . | 2 | -1 | 16 | 5 | -1 | -5
> COc1cccc(NC(=O)CN(C)C(=O)CSc2nc3ccccc3s2)c1
 : -5 | -9 | 8 | 12 | 0 | -3 | -3 | -12
> Nc1cc(Cl)c(N)cc1Cl
 : 2 | 3 | 9 | -2 | 8 | -1 | 0 | 3
> CCCN1CCN(C(=O)c2ccc(-c3ccc([N+](=O)[O-])cc3)o2)CC1
 : -12 | 5 | 3 | 1 | -14 | -4 | -14 | 2
> Cc1ccccc1NC(=O)Cc1cn(C)c2ccccc12
 : 10 | 1 | -7 | -1 | -10 | 2 | 3 | -15
> COc1ccc(NC(=S)N2CCN(S(=O)(=O)c3ccccc3)CC2)cc1OC
 : 0 | -11 | 10 | 0 | -52 | 1 | -4 | -1
> CNC(=O)/C(C#N)=C/c1ccc(-c2ccccc2[N+](=O)[O-])o1
 : -13 | 5 | 2 | 0 | -8 | -7 | -7 | 1

Brought forward from above: 3 entries, then new ones.
Every second line gives: UBC13 inh | Gli-Sufu antag | CCR6 antag | APJ agonist | APJ antagonist | EBI2 antag | CXCR6 inh | ATG4B inhibitor
> Cc1ccccc1NC(=O)Cc1cn(C)c2ccccc12
 : 10 | 1 | -7 | -1 | -10 | 2 | 3 | -15
> COc1ccc(NC(=S)N2CCN(S(=O)(=O)c3ccccc3)CC2)cc1OC
 : 0 | -11 | 10 | 0 | -52 | 1 | -4 | -1
> CNC(=O)/C(C#N)=C/c1ccc(-c2ccccc2[N+](=O)[O-])o1
 : -13 | 5 | 2 | 0 | -8 | -7 | -7 | 1
> CN(c1ccccc1)S(=O)(=O)c1cccc(NC(=O)Cc2n[nH]c(=O)c3ccccc23)c1
 : 0 | 9 | -2 | -2 | 22 | 9 | 2 | -13
> CCCCNC(=O)CSc1nc2cc3c(cc2c(=O)n1Cc1ccco1)OCO3
 : -1 | 5 | 13 | -1 | 3 | 5 | -9 | 1
> CCCc1[nH][nH]c(=O)c1C(c1ccc(Br)cc1)C(C#N)C#N (configuration not stated)
 : 5 | 5 | 14 | -3 | 28 | 18 | 2 | -6
> Cn1c(-c2ccc(F)cc2)cnc1SCC(=O)Nc1ccccc1
 : 1 | -9 | 30 | 1 | 7 | 16 | -7 | -2
> CCOC(=O)C1(C)C(C(=O)OC)=C(c2ccc(OC)cc2)c2ccccc2N1C(=O)OC (configuration not stated)
 : . | 0 | 9 | . | . | 6 | 12 | 0
> CCc1c(C)[nH]c2nc3ccccc3n2c1=O
 : -5 | -4 | -2 | -2 | -25 | -8 | 0 | 3
> COc1ccnc(CSC(N)=Nc2ccc(F)cc2)c1
 : -3 | -31 | 30 | -7 | 34 | 4 | 30 | -11
> COc1ccccc1NC(=O)c1cc(Cl)nnc1Cl
 : 1 | 0 | 6 | -4 | 8 | -4 | 6 | 7
> Cc1cc(Oc2ccc(=O)n(C)n2)nc(Oc2ccc(=O)[nH]n2)n1
 : 4 | -112 | 1 | -3 | 20 | 5 | -4 | -5
> O=C(Nc1c(C(=O)O)[nH]c2ccc(F)cc12)c1cccc(C(F)(F)F)c1
 : -11 | 0 | 7 | -3 | 5 | 3 | 4 | 8
> O=C(Nc1ccc(F)cc1)c1c(Cl)nc2ccccn12
 : -8 | -16 | -13 | -1 | -1 | -1 | 8 | 0
> Cc1cc(C)c(NC(=O)C2=CCN(S(=O)(=O)c3ccc(F)cc3)CC2)c(C)c1
 : -1 | 1 | 5 | -5 | 4 | -2 | -6 | -13
> C=CCSc1nnc(NC(=O)C23CC4CC(CC(NC(C)=O)(C4)C2)C3)s1
 : -10 | -3 | 5 | 9 | 10 | -4 | -14 | -3
> N#C/C(=C(/O)CN1CCCC1)c1nc(-c2ccccc2)cs1
 : -4 | -52 | -1 | -4 | 0 | -4 | 8 | 1
> CCOC(=O)NC(=S)Nc1ccc(C(C)(C)C)cc1Br
 : -1 | 4 | 15 | -2 | 5 | -3 | 5 | 14
> CCC(c1nnnn1CCc1ccccc1)N(Cc1ccco1)Cc1cc2cccc(C)c2[nH]c1=O (configuration not stated)
 : 3 | 6 | 15 | -3 | 8 | 6 | -5 | -15
> O=C1C2C(C(=O)N1/N=C/c1cccc([N+](=O)[O-])c1)C1C=CC2C12CC2 (configuration not stated)
 : -1 | -47 | 3 | -4 | -13 | 0 | -3 | -6
> CC(C)[C@H](NC(=O)c1ccccc1)C(=O)OCC(=O)Nc1ccc2c(c1)OCCO2
 : -2 | -6 | 7 | -4 | -4 | -15 | 3 | -3
> O=C1OC(C(=O)Nc2nccs2)Cc2ccccc21 (configuration not stated)
 : -1 | -9 | 26 | -3 | 6 | -1 | 0 | 5
> CCc1ccc(NC(=S)N(Cc2ccccc2)Cc2ccccn2)cc1
 : -7 | 7 | 15 | -2 | 8 | 30 | 12 | -1

Ordered by SMILES length (highest first): part of the list above.
Every second line gives: UBC13 inh | Gli-Sufu antag | CCR6 antag | APJ agonist | APJ antagonist | EBI2 antag | CXCR6 inh | ATG4B inhibitor
> CCOC(=O)C1(C)C(C(=O)OC)=C(c2ccc(OC)cc2)c2ccccc2N1C(=O)OC (configuration not stated)
 : . | 0 | 9 | . | . | 6 | 12 | 0
> Cc1cc(C)c(NC(=O)C2=CCN(S(=O)(=O)c3ccc(F)cc3)CC2)c(C)c1
 : -1 | 1 | 5 | -5 | 4 | -2 | -6 | -13
> CCOC(=O)NC(=S)Nc1ccc(C(C)(C)C)cc1Br
 : -1 | 4 | 15 | -2 | 5 | -3 | 5 | 14
> CCc1c(C)[nH]c2nc3ccccc3n2c1=O
 : -5 | -4 | -2 | -2 | -25 | -8 | 0 | 3

Next section:
Every second line gives: UBC13 inh | Gli-Sufu antag | CCR6 antag | APJ agonist | APJ antagonist | EBI2 antag | CXCR6 inh | ATG4B inhibitor
> O=C(CCCCn1c(=O)c2ccccc2n(CC(=O)Nc2cccc(F)c2)c1=O)NCc1ccco1
 : -4 | -2 | 27 | 2 | 1 | 8 | 9 | -7
> CCOC(=O)CC(Nc1nc(N2CCOCC2)nc(N2CCOCC2)n1)c1ccccc1Cl (configuration not stated)
 : 0 | -1 | 13 | -2 | 14 | 5 | -25 | -13
> O=C(OCC(=O)N1CCOCC1)c1cc(F)c(F)cc1Cl
 : -3 | -21 | 11 | -1 | -14 | -7 | -7 | -6
> CCN(CC)C(=O)c1cc2cc([N+](=O)[O-])ccc2s1
 : -5 | 4 | -17 | -2 | -2 | -6 | 4 | -1
> O=C(COC(=O)c1cc(S(=O)(=O)N2CCc3ccccc3C2)ccc1Cl)NCc1ccco1
 : 1 | -26 | 8 | 5 | 17 | -9 | 6 | 7
> CCC(C)[C@H](NC(=O)NCc1cccc(OC)c1)C(=O)OC (some centres not stated)
 : 6 | -1 | 23 | -3 | 5 | -3 | 1 | -9
> CCCCn1c(N)c(N(CCOC)C(=O)c2ccc(N3CCCC3)c([N+](=O)[O-])c2)c(=O)[nH]c1=O
 : -25 | -7 | 6 | -4 | -6 | 3 | 4 | 0
> O=C(NCCc1ccccc1)C1c2ccccc2C(=O)N1Cc1cccs1 (configuration not stated)
 : 6 | -8 | 12 | -5 | 13 | 6 | -3 | 0
> Cc1cccc(Oc2ccc(S(=O)(=O)N3CCCCC3)cc2N)c1
 : -4 | 9 | 23 | -5 | 16 | -10 | 8 | 6
> CC(=O)Nc1sc(NC(=O)c2ccccc2)nc1-c1cccs1
 : -1 | 39 | 6 | 2 | -2 | 0 | -5 | -1
> O=C(Cn1c(=O)c2cccn2c2ccccc21)NCCCN1CCCCC1
 : 6 | 3 | 4 | 9 | -14 | -1 | 9 | 12
> CC1Oc2ccccc2N(Cc2ccccc2Cl)C1=O (configuration not stated)
 : -1 | -1 | 2 | -5 | -2 | 13 | 3 | 9
> Cc1c(NC(=S)NC(C)(C)C)c(=O)n(-c2ccccc2)n1C
 : -12 | -11 | 6 | -1 | 3 | -10 | -4 | -2
> Clc1ccc(OCCn2c(-c3ccco3)nc3ccccc32)cc1
 : 7 | 8 | 25 | -4 | -2 | 16 | 8 | -5
> CC1(C)CN(c2cccc(-c3ccnc4ncnn34)c2)C1=O
 : 4 | -8 | -4 | -2 | -12 | 1 | -9 | 1
> COc1ccccc1/C=C1/SC(=O)N(CCC(=O)Nc2ccc(S(=O)(=O)Nc3nccs3)cc2)C1=O
 : -2 | 47 | 17 | -2 | 9 | -6 | 6 | -6
> CC(C)(C)n1nc2c(c1NC(=O)COc1ccccc1F)CS(=O)(=O)C2
 : -20 | -2 | 1 | 0 | 9 | 0 | 0 | -4
> CC(C)(C)OC(=O)[C@H](Cc1ccccc1)NC(=O)c1nc[nH]c1C(=O)N1CCN(c2ccccc2)CC1
 : 8 | -2 | 9 | -4 | 1 | -6 | 12 | 3
> CCOc1ccccc1NC(=O)NNC(=O)COc1cccc(C)c1C
 : 6 | 9 | 8 | -4 | 3 | -11 | -3 | 7
> O=C1c2cc(Cl)ccc2-c2c(O)cc(Cl)cc21
 : . | 2 | 35 | . | . | -21 | 7 | 2
> Cn1ncc(Cl)c1C(=O)N1CCN(c2ccccc2)CC1
 : 0 | -4 | -10 | 1 | -9 | -11 | -2 | -13
> COc1nc(-c2ccc(Cl)cc2)ccc1-c1noc(-c2ccco2)n1
 : 9 | -6 | -6 | -3 | -13 | 6 | -1 | -13
> O=C(CCCCC(=O)NCc1cccs1)NCc1cccs1
 : 5 | 1 | -4 | 11 | -16 | 3 | -5 | -17
> Cc1ccc(-c2csnn2)cc1
 : -1 | 3 | -6 | 3 | -21 | -1 | -8 | 2
> O=C(c1ccc(OC2CCN(Cc3ccccc3C(F)(F)F)CC2)cc1)N1CCCCC1
 : 0 | 40 | 14 | -2 | -18 | 6 | 3 | 26
